# NCI-60 one-dose screen, 48 h, at 10 µM unless noted. Numbers give growth in % (100 = growth as untreated, 0 = no growth, -100 = all killed).
# NCI-H23 = NCI-H23 lung cancer; 80,000 tested, 4% active; AID 1794731
# SF-268 = SF-268 CNS cancer cells. AID 1794759. 82,000 tested, 3.1% active
# SNB-19 = SNB-19 CNS cancer cells | 81,000 tested, 2.5% active
# A498 = A498 renal cancer cells. 76,000 tested, 5.4% active
# SNB-75 = SNB-75 CNS cancer. 79,000 tested, 5% active. AID 1794750
# U251 = U251 CNS tumor cells; AID 1794753; 80,000 tested, 5.4% active
# SF-539 = SF-539 CNS cancer; 81,000 tested, 6.8% active
# SF-295 = SF-295 CNS cancer cells. 79,000 tested, 5.6% active
# CAKI-1 = CAKI-1 renal cancer. 75,000 tested, 4.7% active
# The depositor's hits bear a star; . = no result given; & = joins results of further samples; [ ] = remark or other dose. How the source made its calls: active means growth percent below 10; inactive means the rest.
SMILES,NCI-H23,SF-268,SNB-19,A498,SNB-75,U251,SF-539,SF-295,CAKI-1
CCOC(=O)/C=C1\S/C(=N\Nc2cc(=O)[nH]c3ccc(Br)cc23)N(c2ccccc2)C1=O,88,86,90,96,80,77,81,100,70
O=C(NCCCl)Nc1ccc(Cl)cc1,103,106,96,82,75,92,98,94,90
CC(CN(C)C)Oc1ccccc1NC1=C(Cl)C(=O)C(Nc2ccccc2OC(C)CN(C)C)=C(Cl)C1=O (stereo not given),-71*,-82*,3.9*,26,35,-84*,-98*,31,.
CC(C)(C)c1cc(C(=O)N2CCC[C@H]2C(=O)NCCN)cc(C(C)(C)C)c1,100,101,97,67,93,86,107,107,95
CN(C)CC(C)(CN(C)C)C(=O)/C=C/c1c(Cl)cccc1Cl,46,.,.,119,64,40,-2.9*,78,53
NC(=O)c1cc(Cl)ccc1NS(=O)(=O)c1ccccc1,102,112,102,104,65,100,104,98,102
COc1cc(/C=C/c2cc(O)c3cc(C(C)=O)c(=O)oc3c2)cc2c1O[C@]1(C)CC[C@@H](O)C(C)(C)[C@H]1C2,52,36,48,-51*,-8.0*,.,-33*,-63*,30
COc1ccc(OCC(O)CN2CCN(c3ccc(Cl)cc3)CC2)cc1 (stereo not given),228,105,86,83,85,95,95,92,80
CCOC(=O)C1C(=O)N(c2ccccc2CC)C(=O)C(C#N)=C1c1ccc(Cl)cc1 (stereo not given),76,88,108,96,92,91,96,77,101
COc1cc(/C=C/c2nnc3c4ccccc4cnn23)cc(OC)c1OC,101,101,102,86,85,98,98,.,94
CC(=C\c1ccccc1)/C=C1\C(=O)NC(=S)N1C=C1C(=O)NC(=O)NC1=O,98,100,103,84,104,94,115,101,102
CC(C)(C#N)N1CCN(c2ccccc2)CC1,102,99,109,.,114,101,108,98,98
O=C1N=C(N2CCOCC2)S/C1=C\c1cn(-c2ccccc2)nc1-c1ccccc1,95,75,72,48,-30*,66,28,48,94
Cc1ccc(NC(=O)c2cc3ccccc3cc2O)c(C)c1,72,102,105,68,97,98,79,94,66
Nc1cc(OCc2ccccc2)ccc1OCc1ccccc1,104,102,112,100,92,98,109,122,88
O=C(O)c1c(O)ccc2ccccc12,95,95,105,63,107,95,96,101,104
COc1ccc(C2C(C#N)=C(c3c[nH]c4ccccc34)Nc3nc(N)nc(N)c32)cc1 (stereo not given),79,83,75,.,26,68,71,79,89
COC(=O)c1nc(=S)[nH]c(C(=O)OC)c1C(=O)c1ccc(O)cc1O,104,116,103,125,126,103,105,100,98
COc1cc(-c2nn(-c3ccc(NC(=O)CN(C)C)cc3)cc2-c2ccncc2)ccc1Cl,93,101,101,98,90,98,64,98,106
CC1(C)OB(c2ccc(CSc3ncnc4nc[nH]c34)cc2)OC1(C)C,94,85,100,81,41,89,89,.,82
O=C(O)C(Nc1ccc2nc3n(c(=O)c2c1)CCC3)c1ccc(F)cc1 (stereo not given),101,103,102,.,.,100,102,95,92
COc1ccc(CNc2ccc3nc(CCC4CCCCC4)[nH]c3c2)cc1,78,71,84,53,69,61,76,91,72
NC(=O)CSc1nc2ccccc2c(=O)n1CCc1ccc(S(N)(=O)=O)cc1,96,100,99,.,110,104,95,99,97
CNc1cc(-c2ccc(S(=O)(=O)Nc3ccc4c(c3)N(C(=O)C3CC3)CCC4)cc2)nc(N)n1,99,102,94,59,75,103,98,100,83
O=c1nc(-c2ccc(Cl)cc2Cl)cc(-c2ccco2)[nH]1,99,105,101,72,77,100,103,100,88
C#CC[C@@H]1C[C@]2(C)[C@H]3CC[C@@H]4[C@H]5[C@H](C(=C)C)CC[C@]5(C(=O)O)CC[C@@]4(C)[C@]3(C)CC[C@H]2C(C)(C)[C@H]1O,48,66,57,83,-8.4*,26,54,13,.
CCCCOC(=O)c1ccc(NC(=O)CCN2CCOCC2)cc1,90,81,85,90,78,77,94,93,.
O=C(OCOC(=O)c1cccc2ccccc12)c1cccc2ccccc12,101,101,100,94,92,98,95,100,100
CN(C)S(=O)(=O)c1ccccc1N=C=S,98,111,98,76,.,100,94,102,.
CCn1cc(C(=O)O)c(=O)c2cc(F)c(N3CCN(C(=O)c4ccccc4)C(C)C3)c(F)c21 (stereo not given),96,91,102,81,78,97,89,93,85
CSc1nc(-c2cccc(C)c2)c2cc(-c3ccccc3)n(C)c2n1,16,26,30,66,-2.0*,17,14,17,26
COc1ccc(C2Nc3nc(SC)nc(N)c3N=C3c4ccccc4CCC32)cc1 (stereo not given),72,73,104,49,93,95,90,105,86
CCCCCCC(=O)Nc1ncc(Cc2ccc(C)cc2)s1,59,58,44,19,-0.2*,39,21,35,35
CCCCNC(=O)c1ccc([N+](=O)[O-])cc1,99,96,106,82,64,99,96,96,94
COc1ccc(C2SCC(=O)N2CCc2cccs2)cc1 (stereo not given),91,116,101,91,83,101,107,94,74
CN(C)CCN(Cc1ccccc1)c1ccccn1,118&108,105&114,107&103,102&119,92&105,98&104,103,89&102,93&94
COC(=O)CCCNc1c(-c2c(O)c(O)cc3c(O)c(-c4c(C)cc5c(-c6nc7ccccn7c6NCCCC(=O)OC)c(O)c(O)cc5c4O)c(C)cc23)nc2ccccn12,6.5*,25,21,32,20,14,2.0*,26,.
CCCCCCC[C@@H](O)CC(=O)N[C@@H](CC(C)C)C(=O)N[C@@H](CC(C)C)C(=O)N[C@H](CCC(N)=O)C(=O)N[C@@H](CC(C)C)C(=O)N[C@H](CO)C(=O)N[C@H](C(=O)N[C@H](CC(C)C)C(=O)N[C@@H](CC(C)C)C(=O)O)[C@@H](C)CC,.,100,94,.,96,83,98,91,92
O=C(CCc1nnc2sc(Cc3ccccc3Cl)nn12)c1nc2ncccc2[nH]1,90,86,93,87,68,104,94,100,74
CNC(=O)c1cc(Oc2ccc3nc(NC(=O)Nc4cccc(OC(F)(F)F)c4)sc3c2)ccn1,6.7*,12,-47*,8.5*,6.6*,2.4*,-58*,-19*,-8.9*
O=C(O)c1c[nH]n2c(=S)ncnc12,103,103,105,101,99,107,104,100,92
CS(=O)(=O)c1ccc(-n2nc(C(=O)Nc3ccc(S(N)(=O)=O)cc3)cc2-c2ccccc2)cc1,99,107,94,100,99,103,95,108,98
C[C@@H](C[C@H](CCOC(=O)N1CCOCC1)c1ccccc1)c1csc2ccccc12,77,89,92,89,106,80,107,87,82
COc1ccc(OC)c(/C=C/c2nc(SC)n(-c3ccccc3)n2)c1,91,115,101,.,80,89,91,87,.
C=CC(=O)Nc1cccc(Nc2nc(Nc3ccc(OCCOC(F)F)cc3)ncc2F)c1,75,40,56,-35*,4.9*,30,31,52,11
COc1ccc(C2=Nc3nc(-c4ccccc4)cc(=O)n3NC3=C2C(=O)CC(C)(C)C3)cc1,93,98,96,.,89,107,97,100,93
CC1=C(O)C(=O)C(c2c(C)cc(C)c(Br)c2C)=C(O)C1=O,41,.,64,64,60,66,65,53,50
O=C(CSc1nnc(-c2ccc(NC(=O)c3cccnc3)cc2)o1)N[C@@H](Cc1ccccc1)C(=O)O,102,104,104,95,75,101,95,108,85
COc1cc(C2Cc3cnccc3-c3[nH]c(=O)c4ccncc4c32)cc(OC)c1OC (stereo not given),109,97,103,102,83,.,87,97,94
COc1ccc(C(O)c2ccc(OC)cc2)cc1,103,95,108,92,104,99,104,103,97
COc1ccc2[nH]cc(/C=C3/C(=O)Nc4ccc(F)cc43)c2c1,76,.,88,76,43,80,99,96,62
O=C(O)C(=Cc1ccc(Cl)cc1Cl)C(=O)O,103,107,103,92,108,106,113,.,.
NC(=O)C(O)(c1ccccc1)c1ccccc1,101,110,99,85,89,101,103,100,.
CN(C)c1ccc(/C=C\c2ccnc3ccccc23)cc1,13,92,80,64,41,74,78,62,77
NNC(=O)/C(=C\c1ccccc1[N+](=O)[O-])CC(=O)c1ccc(Cl)c(Cl)c1,77,75,87,34,55,81,82,86,61
Cn1cc(-c2cc(N)n3nc(-c4cn(C)c5ccccc45)cc3n2)c2cc(Cl)ccc21,.,-46*,-0.7*,-25*,-44*,-74*,-69*,-54*,-82*
Cc1c(Cl)cccc1N1C(=O)C=CC1=O,108,.,117,153,94,108,108,112,106
Nc1nc(Sc2ccccc2)c2c(n1)C(=O)NCC2,88,111,87,100,92,93,81,101,77
Cc1ccc(N=C(N)NC#N)cc1C,99,102,100,102,85,110,98,97,97
CSc1c2c([nH]c(=O)c1C#N)-c1ccccc1CC2,106,112,101,109,66,94[100 µM],105,85,99

# Remaining list, next part.
SMILES,NCI-H23,SF-268,SNB-19,A498,SNB-75,U251,SF-539,SF-295,CAKI-1
CCCCc1ccncc1,110,99,112,127,88,105,105,127,108
Clc1ccc(-c2cnnn2-c2nonc2-n2cccc2)cc1,94,111,101,89,89,101,105,96,100
CCOc1ccc(C2N(c3cc(OC)c(OC)c(OC)c3)C(=O)C2(F)F)cc1 (stereo not given),34,52,54,92,56,36,11,56,.
Cc1ccc(NC(=O)C23C4C5C2C2C3C4C52CN2CCN(C)CC2)cc1Nc1nccc(-c2cccnc2)n1 (stereo not given),101,97,109,116,81,97,69,99,91
Fc1ccc2nc(-c3cc(-c4ccc5c(c4)OCO5)n[nH]3)[nH]c2c1,64,77,72,72,36,41,56,.,41
Cc1nc2ncnc(Cl)c2[nH]1,95,103,100,97,89,91,103,107,95
CN(C)c1ncc(C#Cc2c(F)cccc2F)c2ccccc12,90,87,89,100,108,80,95,102,.
N#Cc1cccc(-c2c(-c3ccc4ccccc4c3)oc3ccccc3c2=O)c1,61,66,54,43,51,46,43,34,46
O=C(Nc1nc2ccccc2s1)Nc1ccccc1C(=O)O,89,95,100,100,82,104,97,98,80
COC1OC(CO)C2OC(C)(C)OC12 (stereo not given),104,103,96,80,86,93,94,94,91
NC(N)=NC(N)=Nc1cc2ccccc2c2ccccc12,45,48,36,26,58,34,60,53,.
CCOC(=O)C1=C(C)Nc2nc3ccccc3n2C1c1ccccc1 (stereo not given),97,102,98,.,99,101,97,102,91
O=C(N/N=C/C=C/c1ccc([N+](=O)[O-])o1)c1cc2ccccc2cc1O,-55*,-20*,-34*,-82*,43,-16*,-84*,14,13
N#CC(NCc1cccc(CNC(C#N)c2ccccc2)c1)c1ccccc1 (stereo not given),107,96,100,87,82,102,93,96,91
C#CCOc1ccc(/C=N/Nc2nc(-c3cc4cc(I)ccc4oc3=O)cs2)cc1,90,96,95,77,88,99,95,91,85
C(/C=C/c1ccccc1)=C1c2ccccc2-c2ccccc21,91,106,93,89,78,101,98,102,107
O=C(Nc1ccc(C2=NCCN2)cc1)c1cc(C(=O)Nc2ccc(C3=NCCN3)cc2)cc([N+](=O)[O-])c1,92,102,97,80,97,88,98,93,97
Cc1nn(-c2ccc(Cl)cc2)c2ncnc(N/N=C/c3cccc(F)c3)c12,84,61,78,.,.,51,90,45,54
CCCCC[C@H](O)C/C=C1/C(=O)C=C[C@@H]1C/C=C\CCCC(=O)O,75,67,83,109,79,44,93,94,81
COc1cc(-c2nc(N=Nc3c(O)[nH]c4ccccc34)[nH]c(=O)c2C#N)cc(OC)c1OC,99,95,100,.,.,97,95,97,107
O=C1C(=O)c2c(ccc3ccccc23)-c2ccccc21,-48*,2.0*,19,108,26,1.6*,-54*,109,-17*
COc1ccc(/C(C)=N/N=C2C(=O)Nc3ccc(F)cc32)cc1S(N)(=O)=O,96,97,.,108,88,89,93,89,83
Cc1nc2ncc(-c3nnc(SCc4ccccc4)o3)c(=O)n2[nH]1,101,98,102,98,89,91,106,97,90
O=C(O)C1CC1(Cl)Cl (stereo not given),100,94,98,99,93,95,96,97,95
CCCc1ccccc1[N+](=O)[O-],110,104,102,120,66,98,98,112,106
CCc1cccc(CC)c1NC(=O)OCCN(CC)CC,109,109,101,130,127,106,97,106,91
Cn1ccn(CCCCCCn2ccn(C)c2=S)c1=S,101,103,98,104,79,96,99,.,101
COc1cc(C(=O)OC(C)CC(C)C)cc(OC)c1O (stereo not given),94,102,99,.,95,95,101,99,98
CCCCC1COc2cccc3c(SCC(=O)n4ccc5ccccc54)cc[n+]1c23 (stereo not given),90,109,103,106,98,100,103,94,81
N#CC1=C(N)Oc2c(ccc3ccccc23)C1c1ccc(Cl)cc1Cl (stereo not given),99,102,104,.,79,97,99,106,79
COC(=O)CC[C@@H]1O[C@@H](c2ccccc2)[C@@H](O)[C@H]1O,98,100,107,102,88,102,96,98,99
CCOC(=O)C(C(C)=O)C(CC(C)=O)c1ccc(OC)cc1 (stereo not given),92,96,103,93,85,105,96,99,.

# From PubChem
